CHRM1 PAM: human CHRM1 positive allosteric modulation; P11229; CHO-K1 hM1, Fluo-8 calcium fluorescence, ACh EC20; 0% = ACh EC20, 100% = maximal ACh; activation, % at 3 µM; actives 0.088% (n = 360,000); AID 588819; in the data active means activation above about 19%, passing the limit was not always enough
Target sequence (P11229 whole entry, looked up): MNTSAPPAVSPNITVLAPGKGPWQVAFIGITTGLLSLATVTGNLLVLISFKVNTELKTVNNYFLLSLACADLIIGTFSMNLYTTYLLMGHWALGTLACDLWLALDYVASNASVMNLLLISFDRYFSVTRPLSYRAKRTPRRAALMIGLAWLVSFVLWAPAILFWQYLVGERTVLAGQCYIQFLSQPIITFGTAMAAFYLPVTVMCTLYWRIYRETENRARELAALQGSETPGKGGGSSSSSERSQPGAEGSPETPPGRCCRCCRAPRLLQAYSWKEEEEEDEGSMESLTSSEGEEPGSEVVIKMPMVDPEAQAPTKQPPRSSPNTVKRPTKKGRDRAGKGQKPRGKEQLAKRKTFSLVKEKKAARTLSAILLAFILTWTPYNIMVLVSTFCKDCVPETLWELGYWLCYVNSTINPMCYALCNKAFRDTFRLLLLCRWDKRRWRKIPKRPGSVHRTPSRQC
CHRM5 antagonist: CHRM5 antagonism in calcium assay; actives 0.59% (n = 360,000); AID 624040; CHO-hM5 cells, Fluo-8 calcium fluorescence, ACh EC80; inhibition, % at 3 µM;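 active means inhibition above a per-plate cutoff, the mean of that plate's test compounds plus 3 SD, cut at about 27% in these data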;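 further: 0% = acetylcholine EC80 with DMSO and 100% = DMSO without agonist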
Target sequence (P08912 whole entry, looked up): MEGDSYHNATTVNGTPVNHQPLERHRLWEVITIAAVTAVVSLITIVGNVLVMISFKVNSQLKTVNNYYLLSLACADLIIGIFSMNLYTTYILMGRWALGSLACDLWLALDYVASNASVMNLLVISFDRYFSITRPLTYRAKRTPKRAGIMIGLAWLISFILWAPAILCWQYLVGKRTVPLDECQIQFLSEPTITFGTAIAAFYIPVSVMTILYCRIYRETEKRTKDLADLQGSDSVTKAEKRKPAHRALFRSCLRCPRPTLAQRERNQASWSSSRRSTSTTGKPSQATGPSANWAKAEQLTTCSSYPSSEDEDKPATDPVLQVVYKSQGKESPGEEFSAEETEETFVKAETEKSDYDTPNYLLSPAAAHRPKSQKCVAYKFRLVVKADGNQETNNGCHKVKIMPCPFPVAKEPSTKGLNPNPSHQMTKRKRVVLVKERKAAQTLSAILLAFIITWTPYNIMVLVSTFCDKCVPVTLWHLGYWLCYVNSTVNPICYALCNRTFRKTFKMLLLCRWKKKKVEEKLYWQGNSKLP
M5 PAM: positive allosteric modulators of human muscarinic M5 receptor; P08912; CHO-K1 hM5, Fluo-8 calcium, ACh EC20 PAM; 0% = ACh EC20, 100% = ACh EC100; AID 624038; actives 0.3% (n = 360,000); activation, % at 3 µM;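 active means activation above the run cutoff, the mean activation of all test compounds plus 3 SD, cut at about 18% in these data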
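system = human M5 receptor in CHO-K1 cells | compound = one concentration, 3 µM final (nominal) | schedule = Post-acetylcholine fluorescence recording 140 s | signal = Fluo-8 calcium dye fluorescence, kinetic read | benchmarks = low control EC20 acetylcholine (0%), high control EC100 acetylcholine (100%) | repeats = singlicate, one well per test compound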
CHRM1 antagonist: blocks human M1 muscarinic receptor. P11229. CHO-K1 hM1, Fluo-8 calcium fluorescence, ACh EC80 antagonist. inhibition, % at 3 µM. actives 1.3% (n = 360,000);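 active means percent inhibition above its own plate's cutoff, namely the mean of that plate's compound wells plus 3 SD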;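 further: peak over basal fluorescence ratio during 140 s after agonist addition; 0% = ACh EC80 plus DMSO and 100% = DMSO alone without agonist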
CHRM4 antagonist: blocks acetylcholine activation of human M4 receptor; inhibition, % at 3 µM; CHO-hM4 cells, ACh EC80, Fluo-8 calcium fluorescence; AID 624125; P08173; actives 0.73% (n = 360,000);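 active means inhibition above its plate's cutoff, the mean inhibition of sample wells plus 3 SD, cut at about 27% in these data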;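 further: 0% = acetylcholine EC80 with DMSO and 100% = DMSO without agonist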
TAAR1 ag: human TAAR1 agonism. Q96RJ0. CHO RD-HGA16 TAAR1, Fluo-8 calcium fluorescence; vehicle wells 0%, saturating PEA agonist 100%. activation, % at 3 µM. actives 0.99% (n = 360,000). AID 624467;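 active means activation above the mean activation of all test compounds in the run plus 3 SD, cut at about 38% in these data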
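Benchmarks: low control DMSO, high control PEA (EC100); System: CHO RD-HGA16 cells carrying human TAAR1 plus Gα16; Detection: Fluo-8 fluorescence, 5 s baseline then 140 s kinetic read; Schedule: 17-24 h plating, Fluo-8 75 min 37 °C, 30 min RT; Read-out basis: % activation from peak over basal fluorescence ratio, DMSO-to-PEA scaled.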
M4 ag: agonists of human muscarinic M4 receptor (CHRM4); P08173; CHO-K1 hM4/Gqi5, Fluo-8 calcium fluorescence; vehicle 0%, full acetylcholine response 100%; activation, % at 3 µM; actives 0.14% (n = 360,000); AID 624127;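 active means activation above the run mean over all test wells plus 3 SD, cut at about 32% in these data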;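 further: peak over basal fluorescence ratio per well then scaled between controls; 0% = DMSO wells and 100% = acetylcholine at EC100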
CHRM1 agonist: agonists of human M1 muscarinic receptor. P11229. actives 0.33% (n = 360,000). activation, % at 3 µM. CHO-K1 hM1, Fluo-8 calcium fluorescence, agonist mode; 0% DMSO, 100% acetylcholine EC100;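 active means activation above the run's mean compound activation plus 3 SD, cut at about 16% in these data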;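 further: peak over basal fluorescence ratio within a 140 s kinetic read after compound addition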
CHRM5 agonist: CHRM5 agonism in calcium assay; P08912; actives 0.19% (n = 360,000); activation, % at 3 µM; CHO-K1 hM5 cells, Fluo-8 calcium fluorescence; 0% DMSO wells, 100% maximal acetylcholine response;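 active means activation above the run's mean over test compounds plus 3 SD, cut at about 23% in these data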;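 further: signal is peak over basal fluorescence ratio across the kinetic read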
Active calls of the source: *; · = no result given. Not all compounds are listed; count on the stated rates, not on these rows.

SMILES | CHRM1 PAM | CHRM5 antagonist | M5 PAM | CHRM1 antagonist | CHRM4 antagonist | TAAR1 ag | M4 ag | CHRM1 agonist | CHRM5 agonist
Cc1cc(NC(=O)CCC(=O)N(C(C(=O)NC(C)(C)C)c2ccccc2Cl)C(C)(C)C)no1 (stereo unspecified) | 5 | -2 | 4 | -1 | 6 | -1 | -1 | 0 | -2
COc1ccccc1N(C)S(=O)(=O)c1ccc(Cl)c(C(=O)NCc2ccco2)c1 | -1 | 10 | -5 | -9 | -15 | 2 | 7 | -1 | -6
Cn1nccc1NC(=O)CSCC(=O)O | -5 | 12 | -8 | 2 | 10 | 25 | 10 | -2 | 2
C=CCc1cccc2cc(C(=O)N3CCN(C(=O)c4ccco4)CC3)c(=O)oc12 | -5 | -4 | -1 | 9 | -8 | 3 | 1 | -6 | -2
CCC(C)[C@H](NC(=O)OC(C)(C)C)C(=O)N/N=C/c1ccc2nccnc2c1 (stereo partly specified) | 0 | -1 | 6 | 4 | -1 | 7 | 0 | -8 | -2
COc1ccccc1Nc1nc(NCC(C)C)nc(N)c1[N+](=O)[O-] | 6 | 0 | 7 | -11 | -8 | -3 | 0 | 1 | 7
CC(=O)c1ccc(Sc2ccccc2)cc1 | 2 | -2 | 1 | 3 | 9 | 11 | -2 | -7 | -5
COc1ccccc1NC(=O)C1C2C=CC3(CN(Cc4cccnc4)C(=O)C13)O2 (stereo unspecified) | 3 | -3 | 4 | -8 | -9 | 0 | 2 | -2 | 1
COc1ccc(NC(=O)N(C)C[C@H]2Oc3ccc(NC(=O)Cn4cnnn4)cc3C(=O)N([C@H](C)CO)C[C@@H]2C)cc1 | 4 | 15 | -2 | -1 | 9 | 4 | 1 | -6 | 2
CN/N=C(\Cc1nc2ccccc2[nH]1)c1ccc([N+](=O)[O-])cc1 | 2 | 10 | -14 | 2 | -17 | 5 | 11 | -5 | -2
COc1ccc(-n2c(-c3cccc(C)c3[N+](=O)[O-])n[nH]c2=S)cc1 | -3 | 1 | -12 | 5 | 9 | 10 | 1 | -5 | -6
COc1ccccc1OCCCn1c(=O)oc2ccccc21 | -7 | -1 | 0 | 3 | -8 | 8 | 0 | 2 | -2
COc1ccccc1C(=O)Nc1ccc(Br)cc1C | 0 | -1 | 2 | -1 | -5 | -2 | 1 | -5 | -10
CC(OC(=O)Cn1[nH]c(=O)c2ccccc2c1=O)C(=O)Nc1ccc(F)cc1Cl (stereo unspecified) | 10 | -1 | -2 | -16 | -15 | -1 | 1 | -2 | 0
COc1cc(C(=O)NCc2nnc(SCC(=O)Nc3cccc(C(F)(F)F)c3)o2)cc(OC)c1OC | 3 | 18 | -1 | -1 | -3 | 4 | 1 | -6 | -1

Quoted at random: three records from the list, in no set order.
SMILES | CHRM1 PAM | CHRM5 antagonist | M5 PAM | CHRM1 antagonist | CHRM4 antagonist | TAAR1 ag | M4 ag | CHRM1 agonist | CHRM5 agonist
CN/N=C(\Cc1nc2ccccc2[nH]1)c1ccc([N+](=O)[O-])cc1 | 2 | 10 | -14 | 2 | -17 | 5 | 11 | -5 | -2
COc1ccccc1OCCCn1c(=O)oc2ccccc21 | -7 | -1 | 0 | 3 | -8 | 8 | 0 | 2 | -2
CC(OC(=O)Cn1[nH]c(=O)c2ccccc2c1=O)C(=O)Nc1ccc(F)cc1Cl (stereo unspecified) | 10 | -1 | -2 | -16 | -15 | -1 | 1 | -2 | 0

(listing goes on)
SMILES | CHRM1 PAM | CHRM5 antagonist | M5 PAM | CHRM1 antagonist | CHRM4 antagonist | TAAR1 ag | M4 ag | CHRM1 agonist | CHRM5 agonist
O=C(CCCN1C(=O)c2cccc3cccc(c23)C1=O)NCc1cccnc1 | 10 | 4 | 0 | -8 | -4 | 2 | 3 | -7 | -2
CCCCn1c(-c2nn(C)cc2Cl)n[nH]c1=S | 7 | 0 | -4 | -6 | -10 | -2 | 1 | -4 | -5
CC(=O)N1c2ccc(S(=O)(=O)NCCC(=O)Nc3ccc(C)c(Cl)c3)cc2CC1C (stereo unspecified) | -6 | 15 | -9 | 10 | 4 | 4 | 12 | 0 | -1
O=C1CCC(C(=O)NCCCn2ccnc2)N1 (stereo unspecified) | 2 | -2 | 0 | -2 | -8 | -2 | 1 | -2 | 0
COCCOC1CCN(C(=O)C2CCC(=O)N(CCc3ccccc3)C2)CC1 (stereo unspecified) | 14 | -11 | 7 | -16 | -1 | 3 | 2 | -2 | 0
Cc1cc(NC(=O)Cc2ccccc2C)no1 | 10 | 10 | -8 | -25 | 2 | 6 | 0 | -2 | 0
Cc1cc(NC(=S)NC(=O)/C=C/c2ccc(S(=O)(=O)N3CCOCC3)cc2)ccc1Br | -2 | 6 | -3 | 2 | 7 | 0 | 0 | -5 | 2
CCCCN(CCCC)Cc1ccc(C(=O)NN)o1 | 11 | -4 | 3 | -14 | -16 | 6 | 0 | -12 | -6
COc1ccc(NC(=O)Nc2ccccc2F)cc1Cl | -2 | 4 | -9 | 0 | 6 | 27 | 7 | -5 | 3
CCCS(=O)(=O)NC(=O)C1(C)CCN(C(=O)c2ccc(F)c(Cl)c2)C1 (stereo unspecified) | 16 | 6 | -7 | -9 | 9 | 0 | 0 | -2 | 2
CCOC(=O)c1[nH]c(C)c(C(=O)NCc2ccccn2)c1C | 4 | -4 | -2 | -9 | -2 | 4 | 2 | -3 | -1
CC(C)(O)C#Cc1ccc(C(=O)N2CCC(CCC(=O)NC3CC3)CC2)cc1 | 10 | 2 | 1 | -12 | -6 | 3 | 1 | -2 | -1
CCCCN(C(=O)CSc1ncn[nH]1)c1c(N)n(Cc2ccccc2)c(=O)[nH]c1=O | -9 | -6 | 1 | 20 | 3 | 15 | 1 | -3 | 1
O=C(NCc1ccccc1)C1C(c2ccc3c(c2)OCO3)=Nc2ccccc2N1C(=O)c1cccc2ccccc12 (stereo unspecified) | · | -6 | 0 | · | 1 | 2 | 1 | · | 0
CCc1ccc(NS(=O)(=O)c2cccc3nsnc23)cc1 | -26 | 5 | -14 | 27 | 18 | 12 | 1 | -11 | -1
Cn1c(=O)c(C(=O)CCl)c(N)n(Cc2ccccc2)c1=O | 8 | 7 | -1 | -7 | 3 | 8 | 3 | 1 | 9
Cc1cc(NC(=O)CSc2nc3cc(Cl)ccc3c(=O)n2C(C)C)no1 | -1 | 18 | -7 | 1 | 2 | 5 | 0 | -3 | -1
CC1=C(C(=O)Nc2cccc(C(=O)NC3CCCC(C)C3C)c2)SCCO1 (stereo unspecified) | -11 | 20 | -15 | 23 | -3 | 4 | 10 | 0 | -1
O=C(Nc1nc2c(s1)CCCC2)c1cc(-c2ccccc2)nc2ccccc12 | 5 | 14 | -6 | -7 | 0 | 0 | 1 | -5 | -1
CN(CC(=O)Nc1ccc(F)cc1)C(=O)c1cc(-c2cccs2)nn1-c1ccccc1 | -8 | 5 | -6 | 11 | -8 | 6 | 2 | -4 | 2
CCOC(=O)c1sc(NC(=O)CCCn2nc([N+](=O)[O-])cc2C)c(C(=O)OCC)c1C | 6 | 1 | -2 | -2 | 9 | 1 | -1 | -2 | 0
c1ccc(CN2CCN(C3CCCSc4ccccc43)CC2)cc1 (stereo unspecified) | -23 | -4 | 5 | 32 | 35* | 15 | 1 | -8 | -19
COc1ccccc1-c1cnc(C(O)c2ccc(SC)cc2)[nH]1 (stereo unspecified) | -1 | -1 | 4 | -9 | -2 | 5 | 6 | 3 | 2
CCc1ccccc1NC(=O)CSc1nc2ccccc2nc1N1CCOCC1 | 9 | -7 | 1 | -4 | -4 | 2 | 2 | -1 | 2
O=C(COC(=O)c1ccc(F)cc1)Nc1ccccc1N1CCOCC1 | 1 | -3 | -2 | -2 | -3 | 1 | 2 | -3 | -3
CC(CCc1ccccc1)NC(=O)COC(=O)CC1CC2CCC1C2 (stereo unspecified) | 4 | 0 | 6 | -4 | -2 | -1 | 0 | -8 | -4
C[C@@H](C(=O)N1CCN(C(=O)OC(C)(C)C)CC1)n1cc(CCC(=O)O)nn1 | 9 | 6 | -3 | 4 | -3 | 5 | 2 | -1 | 3
CCOC(=O)Cc1nnc(NC(=O)CSc2ccc(Cl)cc2)s1 | 10 | -7 | 3 | -5 | 3 | 30 | 3 | 12 | 11
Cc1cccc(C(=O)NCC2CCN(C(=O)c3cccc(C)c3)CC2)c1 | 5 | -7 | -5 | -7 | -4 | 0 | 1 | -5 | -6
CCc1cccc(NC(=O)CSCc2nc3sc(C)c(C)c3c(=O)[nH]2)c1 | 1 | -1 | 1 | 3 | 7 | -2 | 1 | -6 | -2
CSCCOC(=O)C1=C(C)NC(=O)NC1c1ccc2c(c1)OCO2 (stereo unspecified) | 6 | 0 | 2 | -10 | 6 | 0 | 0 | -4 | 3
NC(=O)CCC(NC(=S)Nc1ccccc1)C(=O)O (stereo unspecified) | 2 | 12 | -10 | -3 | -6 | 2 | 1 | -2 | -3
COC(=O)c1sccc1S(=O)(=O)Nc1ccc(C)cc1 | 7 | 0 | 4 | -20 | 0 | 4 | 1 | -7 | -16
Cn1c(Cc2ccccc2)nnc1SCc1ccc(C(=O)O)cc1 | 6 | -4 | 1 | -7 | -27 | 1 | 1 | -6 | -3
CC(=O)Nc1ccc(S(=O)(=O)NC(CC(=O)NCCC2=CCCCC2)C(C)C)cc1 (stereo unspecified) | -4 | 1 | 5 | -8 | 4 | 9 | 1 | -4 | 0
COc1ccccc1/C=N/NC(=O)C(=O)N1CCN(c2ccccc2OC)CC1 | 9 | -1 | 2 | -4 | 4 | 5 | 1 | -3 | 2
CC(=O)Nc1cc(-c2ccc(N3CCN(C)CC3)cc2)cn2c(-c3ccccc3)cnc12 | -2 | -1 | -1 | -4 | -11 | 1 | 4 | -7 | -1
O=C(O)CCCC(=O)Nc1ccc(N2CCCC2)cc1 | 6 | 8 | -2 | -4 | -2 | 0 | 0 | -4 | -5
CCn1c(SCC(=O)NC2CC2)nnc1C(C)Oc1ccccc1 (stereo unspecified) | 7 | 2 | 2 | 4 | 0 | 1 | 1 | 2 | -2
COc1ccc(CCNC(=O)COc2nsnc2N2CCOCC2)cc1OC | 13 | -4 | 4 | -9 | 11 | 10 | 0 | -3 | 2
CCOC(=O)c1c(C)oc2c1c(C(c1cccnc1)N1CCOCC1)c(O)c1ccccc12 (stereo unspecified) | 8 | 4 | 1 | -9 | 1 | 3 | 1 | -3 | 0
CCOP(=O)(OCC)C(NC(=O)Nc1c(C)cc(C)cc1C)c1ccccc1 (stereo unspecified) | 3 | 2 | -3 | -7 | 7 | 12 | 3 | -3 | 3
COC(=O)Cn1c(C)nc(=O)c(-c2ccccc2)c1C | 2 | 1 | 0 | 0 | -1 | 4 | 1 | -3 | -1
COc1ccc(C(=O)OCC(=O)Nc2c(C)cccc2C)c(OC)c1OC | 15 | 0 | 2 | -10 | -19 | 5 | 3 | 1 | 0
Cn1c(C(=O)NCc2ccccc2)cc2oc3ccccc3c21 | 2 | 6 | -9 | -7 | 0 | 13 | 0 | -2 | -14
Cc1ccccc1NC(=O)Cn1nnc2ccccc21 | 8 | -10 | 6 | -4 | 1 | 5 | 1 | 0 | 0

Screening results (PubChem)
